Bioassay records deposited in PubChem BioAssay by several laboratories.
NSD2 HMT inh: NSD2 histone methyltransferase inhibitors, primary screen, biochemical, AlphaScreen, single concentration, set 2 | Histone-lysine N-methyltransferase NSD2 (Homo sapiens), O96028 | NSD2 peptide methylation, 120 min | inhibition, % at 12.5 µM | actives 0.54% (n = 310,000); in the data active = inhibition above about 50%
SR-BI HDL uptake: inhibitors of SR-BI mediated HDL lipid uptake, primary screen, ldlA[mSR-BI] cells, fluorescence, single point | Scavenger receptor class B member 1 (Mus musculus), Q61009 | ldlA[mSR-BI] CHO cells, DiI-HDL uptake fluorescence, 3 h | inhibition, % at 12.5 µM | actives 0.96% (n = 320,000) | AID 488896, 2010;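 active = mean replicate inhibition of at least 70% and a set share of replicates each scoring 70 or more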;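 also: 0% = median of neutral control wells and 100% = median of positive control wells; values of inactives mirror those of a sister screen read the other way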
dFosB act: activators of delta FosB homodimer, primary screen, biochemical, fluorescence polarization, TAMRA-CDK5 oligo, single point. purified delta FosB; percent of positive-control signal above neutral wells. Protein FosB (Mus musculus), P13346. activation, % at 25 µM. AID 493131, 2011. actives 0.99% (n = 340,000);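 active = mean activation above about 17%, with every replicate also reaching it, limit read from the data, passing the limit was not always enough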;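 also: fluorescence polarization rise as delta FosB binds a TAMRA Cdk5 AP-1 oligo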
Target sequence (P13346 whole entry, looked up): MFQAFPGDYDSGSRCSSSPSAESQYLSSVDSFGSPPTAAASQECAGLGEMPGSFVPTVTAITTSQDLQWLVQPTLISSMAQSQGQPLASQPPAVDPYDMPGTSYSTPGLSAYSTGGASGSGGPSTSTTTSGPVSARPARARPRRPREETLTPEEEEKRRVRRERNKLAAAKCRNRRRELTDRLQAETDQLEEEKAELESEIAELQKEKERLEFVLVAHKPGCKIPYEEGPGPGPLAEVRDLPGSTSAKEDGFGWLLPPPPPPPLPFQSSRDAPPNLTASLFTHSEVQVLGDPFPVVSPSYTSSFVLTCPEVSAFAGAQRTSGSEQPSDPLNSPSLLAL
Wnt act: Wnt/beta-catenin pathway activators, primary screen, cell-based, plate reader, single point | Wnt/beta-catenin reporter cell assay, activator | activation, % at 9.35 µM | actives 1.2% (n = 300,000); in the data active = activation above about 30%, passing the limit was not always enough;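 also: 0% = neutral control wells and 100% = positive control wells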
PvdQ acylase: P. aeruginosa PvdQ acylase inhibitors, primary screen, biochemical, fluorescence, plate reader and imaging, single point. PvdQ acylase [Pseudomonas aeruginosa LESB58]. purified PvdQ acylase. inhibition, % at 10 µM. actives 0.063% (n = 340,000); in the data active = inhibition above about 30%, passing the limit was not always enough;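 also: 0% = vehicle neutral wells and 100% = reference inhibitor wells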
V-ATPase pH: regulators of yeast V-ATPase proton pumping, primary screen, pHLuorin cytosolic pH fluorescence. S. cerevisiae. response, % at 10 µM. actives 0.37% (n = 350,000). AID 504577, 2011; in the data active = response mostly above about 7.3%, no sharp cut-off; inactive = mostly below about 5.4%; also: actives read high; inactives centre near 0; some compounds called inactive have numbers as strong as hits; reference of the scale not given here
MITF TRPM1 HTS: activators of MITF-driven TRPM1 promoter reporter, primary screen, cell-based, SK-MEL-5, luciferase, single point. actives 0.75% (n = 300,000). AID 588334, 2011. activation, % at 12.5 µM. SK-MEL-5 TRPM1-promoter luciferase, 24 h; % of positive control, neutral wells = 0;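 active = mean activation of at least 80% with every replicate also reaching 80%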;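 also: 0% = neutral control wells and 100% = parthenolide positive control wells; values of inactives mirror those of a sister screen read the other way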
HTR5A inv ctr: HTR5A inverse agonists in luminescence cell assay, primary screen, counter-screen for OPRM1-OPRD1 heterodimer inverse agonist project, full-deck HTS; HTR5A cell line, inverse agonism; AID 504634, 2011; 5-hydroxytryptamine receptor 5A (Homo sapiens), P47898; inhibition, % at 9.3 µM; actives 0.083% (n = 340,000); in the data active = inhibition mostly above about 23%, no sharp cut-off; inactive = mostly below about 18%;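 also: 0% = cells with DMSO and 100% = no-cell wells with DMSO; some compounds called inactive have numbers as strong as hits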
Target sequence (P47898 whole entry, looked up): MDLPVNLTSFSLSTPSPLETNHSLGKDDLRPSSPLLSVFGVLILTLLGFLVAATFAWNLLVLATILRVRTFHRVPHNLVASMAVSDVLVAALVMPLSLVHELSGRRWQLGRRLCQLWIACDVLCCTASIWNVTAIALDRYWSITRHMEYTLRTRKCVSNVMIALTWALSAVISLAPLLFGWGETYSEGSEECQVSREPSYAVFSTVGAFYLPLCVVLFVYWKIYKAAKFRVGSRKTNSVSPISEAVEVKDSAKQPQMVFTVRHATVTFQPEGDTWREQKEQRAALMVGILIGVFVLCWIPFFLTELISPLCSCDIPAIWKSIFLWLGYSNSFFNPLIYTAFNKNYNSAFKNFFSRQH
CDK5 p35 inh: inhibitors of human CDK5/p35 kinase, primary screen, biochemical, single concentration | Cyclin-dependent kinase 5 (Homo sapiens) + Cyclin-dependent kinase 5 activator 1 (Homo … | inhibition, % at 10 µM | actives 0.01% (n = 330,000) | Recombinant CDK5/p35, ADP-Glo luminescence, 60 min;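 active = highest replicate inhibition of at least 50% and at least 75% of replicates reaching 50%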;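 also: plate controls were DMSO neutral control for no effect and GW8510 at 10 µM for full effect; many of its hits are not listed in these tables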
HTR5A ag ctr: HTR5A agonists in luminescence cell assay, primary screen, counter-screen for OPRM1-OPRD1 heterodimer agonist project, full-deck HTS | cell-based | activation, % at 9.3 µM | actives 0.61% (n = 340,000); in the data active = activation mostly above about 9.5%, no sharp cut-off; inactive = mostly below about 7.6%;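 also: 0% = cells with vehicle only and 100% = reference agonist; strong numbers were not always called active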
Starred values were filed as active, the others as inactive; nt = no result given.

SMILES	NSD2 HMT inh	SR-BI HDL uptake	dFosB act	Wnt act	PvdQ acylase	V-ATPase pH	MITF TRPM1 HTS	HTR5A inv ctr	CDK5 p35 inh	HTR5A ag ctr
FC(F)(F)c1cccc(Nc2cc(-c3ccccc3)nc3ncnn23)c1	-1	-12	0	-3	-11	1	nt	9	0.9	0
NS(=O)(=O)c1ccc(CCNC(=O)c2ccccc2OCc2ccc(F)cc2)cc1	-3	49	-14	-3	-11	1	-10	3	0.6	9
CCC1Sc2ccc(S(=O)(=O)CCC(=O)Nc3ccc(OC(F)(F)F)cc3)cc2NC1=O (centres undefined)	-8	-17	-25	-2	-14	5	2	12	-0.8	3
CN(C)c1ccc(C2C3=C(CCCC3=O)OC3=C2C(=O)CCC3)cc1	1	-1	11	nt	3	5	-13	8	-0.9	-3
CC(C)NC(=O)C(C)N1CCN(S(=O)(=O)c2ccc3ccccc3c2)CC1 (centres undefined)	3	nt	-16	-2	-5	-4	2	2	-2.4	-1
O=C(C1CCCN(Cc2ccccc2[N+](=O)[O-])C1)N1CCCCC1 (centres undefined)	36	nt	-1	-1	5	-3	5	10	1.0	-3
Cc1ccc(C2(c3noc(CN(C)CC4COCCO4)n3)CCCC2)cc1 (centres undefined)	-2	4	-10	-2	-6	6	6	33	-0.8	-3
COc1cccc(C(=O)NC2CCCN(C3Cc4ccccc4C3)C2)c1OC (centres undefined)	5	-12	-2	-3	-13	-1	-2	-17	1.0	-2
CCS(=O)(=O)c1ccc2oc(SCC(=O)NCCC3=CCCCC3)nc2c1	3	21	-14	nt	7	1	-4	23	-1.7	-3
CN(C)S(=O)(=O)c1cccc(NC(=O)COC(=O)CCc2nc3ccccc3s2)c1	-1	6	-9	nt	-9	1	9	9	0.4	2
CC(OC(=O)Cn1c(C(F)(F)F)nc2ccccc21)C(N)=O (centres undefined)	-8	-53	3	nt	-4	-4	12	-4	2.6	2
O=C(NCCc1ccccc1)c1ccc2c(c1)S(=O)(=O)c1cc(Cl)ccc1C2=O	nt	37	-5	-2	-9	2	-8	-5	0.7	5
COc1cccc(N2C(=O)C3CC=C(Cl)CC3C2=O)c1 (centres undefined)	-3	-13	3	nt	-10	0	-6	-2	-6.5	-1
Cc1cc(NC(=O)C(C)C)ncc1NC(=O)c1ccccn1	-3	-26	5	3	-13	1	16	4	-0.1	-8
COC(=O)Cn1c(=NC(=O)C(C)C)sc2c(C)cc(C)cc21	nt	-31	-2	-2	-18	-1	nt	-12	-0.8	3
Cc1cccc(C)c1NC(=O)CNC(=O)Cc1ccc(Br)cc1	-3	-9	-8	-1	-1	3	-13	4	-1.1	0
Cc1ccc(F)cc1NC(=O)CN1CCN(c2ccccn2)CC1	1	-15	-10	-4	-9	5	-1	0	0.0	0
CCOc1ccc(Nc2nc(Cl)nc(N3CCN(c4ccc(OC)cc4)CC3)n2)cc1	27	74*	-5	-1	-5	1	4	-22	-0.9	5
CCC(=O)N1CCCc2cc(S(=O)(=O)N3CCCc4ccccc43)ccc21	-4	11	-6	nt	8	-1	-13	-23	-1.1	-2
Cc1cc(C)n(Cc2ccc(Cl)c(Cl)c2)c(=O)c1S(=O)(=O)c1ccccc1	-2	7	-1	nt	-11	1	0	17	0.6	-7

Reprinted at random: 2 compounds from above.
SMILES	NSD2 HMT inh	SR-BI HDL uptake	dFosB act	Wnt act	PvdQ acylase	V-ATPase pH	MITF TRPM1 HTS	HTR5A inv ctr	CDK5 p35 inh	HTR5A ag ctr
Cc1cc(C)n(Cc2ccc(Cl)c(Cl)c2)c(=O)c1S(=O)(=O)c1ccccc1	-2	7	-1	nt	-11	1	0	17	0.6	-7
COc1cccc(N2C(=O)C3CC=C(Cl)CC3C2=O)c1 (centres undefined)	-3	-13	3	nt	-10	0	-6	-2	-6.5	-1

Remaining list, next part.
SMILES	NSD2 HMT inh	SR-BI HDL uptake	dFosB act	Wnt act	PvdQ acylase	V-ATPase pH	MITF TRPM1 HTS	HTR5A inv ctr	CDK5 p35 inh	HTR5A ag ctr
CCOC(=O)N1CCN(C(=O)COC(=O)c2ccc([N+](=O)[O-])cc2Cl)CC1	1	23	-2	-3	-15	-1	-12	-11	0.2	4
O=C(Nc1ccc(N2CCN(C(=O)c3ccc(Cl)cc3)CC2)cc1)c1cccnc1	-1	0	-8	nt	-16	0	-1	11	2.7	-5
CN(C)c1ccccc1C(=O)c1ccccc1N(C)C	3	11	-6	3	11	0	1	-15	nt	0
CN(C)c1ccc(NC(=O)CN2CCC(N3CCCCC3)CC2)cc1	3	7	-1	-4	-4	nt	nt	-11	1.1	4
Oc1ccc(CNc2ccccc2O)cc1	86*	11	-16	4	-14	1	-27	-3	-0.9	4
Cc1ccccc1-c1nnn(CC(=O)N2CCN(S(=O)(=O)c3ccc(Cl)cc3)CC2)n1	-3	21	-3	-3	-4	1	nt	-6	0.0	2
COc1ccc(C(=O)NC2CC3CCCC(C2)N3CC(C)C)cc1 (centres undefined)	10	-12	-3	-1	-10	-2	nt	4	0.6	1
CC(C)CN1CCC(=O)N(CCC#N)CC1	nt	-10	1	0	3	3	10	-23	-1.5	1
COc1ccc(CCNC(=O)CN2C(=O)NC(c3ccccc3)(c3ccccc3)C2=O)cc1	0	5	-11	-4	7	0	-4	-3	-0.6	1
CC(C)C[C@H]1CNC(=S)N1CC1CCCN1C[C@H](Cc1ccccc1)N1C[C@H](Cc2ccc(O)cc2)N(CC2CCCCCC2)C1=S (some centres undefined)	nt	-17	57*	-3	-28	-4	-24	9	-2.7	-3
Cc1ccc(S(=O)(=O)Oc2cccc(/C=N/n3cnnc3)c2)cc1	0	-23	-7	3	-16	2	13	-31	0.7	3
COc1cc(/C=C/C(=O)O)cc(S(=O)(=O)Nc2cccc(S(=O)(=O)N3CCOCC3)c2)c1OC	0	nt	0	-1	2	1	-1	-9	-3.7	0
CC1=NN(C(C#N)c2ccc(F)cc2)C(c2ccccc2)C1 (centres undefined)	-2	-14	-2	-4	-10	2	nt	-3	-2.6	1
COc1ccc(N2CCN(c3nc(C)c(C)c(=O)[nH]3)CC2)cc1	0	-2	-6	4	11	0	-4	-15	-0.3	5
Cc1cc([N+](=O)[O-])ccc1NC(=O)c1cc2ccccc2o1	11	9	-2	1	-5	3	70	-16	0.5	4
COc1ccc(-c2c(-c3ccc(OC)c(F)c3)c3ccccc3n2C)cc1	nt	65	-2	1	-2	21*	5	4	1.0	1
COc1ccc(NC(=O)CCCNC(=O)Cn2cnc3sc4c(c3c2=O)CCCC4)cc1OC	-1	24	1	0	-4	-2	-17	15	-1.0	-4
CCCn1c(SCC(=O)NCC)nc2sc3c(c2c1=O)CCC3	0	nt	-3	3	-12	-1	nt	-14	-5.1	5
C#CCOCCOCCOCCNc1nc(N2CCN(C(=O)Cn3cc(CCCN=C(N)N)nn3)CC2)nc(N2CCN(C(=O)Cn3cc(CC(C)O)nn3)CC2)n1 (centres undefined)	nt	-10	-10	2	-15	2	-3	-5	-2.5	11
Nc1ccc(C(=O)c2cccs2)cn1	0	-16	-8	-1	-7	3	-3	6	-0.9	-1
Cc1ccc(NC(=O)/C=C\C(=O)NCC(=O)O)cc1C	-2	-10	-2	nt	-8	0	-1	0	0.5	4
Nc1c2c(nc3ccccc13)N(c1ccccc1)CC2	-1	9	5	nt	-5	0	8	-15	0.6	-2
CC(O)C(NS(=O)(=O)c1ccc(Cl)cc1)C(=O)OCC(=O)c1ccc2c(c1)NC(=O)CO2 (centres undefined)	-11	-19	-11	-2	-14	3	-16	-2	4.1	-1
Cc1ccc(CNC(=O)COc2ccc(C)nc2[N+](=O)[O-])cc1	-1	2	5	3	-16	-3	1	-10	-0.6	1
COC(=O)Cn1cnc2scc(-c3ccc(C)cc3)c2c1=O	0	25	1	-2	-5	0	nt	-17	-1.4	4
CCNc1nc(SCC(=O)OC)nc(N2CCOCC2)n1	-5	12	-1	-4	-15	3	nt	0	-1.0	0
C[C@@H]1CN([C@@H](C)CO)C(=O)c2cccc(NC(=O)C3CCCCC3)c2O[C@@H]1CN(C)C(=O)NC1CCCCC1	nt	-15	-9	-3	-1	1	-1	2	0.7	0
COc1cccc(N2CC(O)=C(c3ccccc3)C2=N)c1	0	-3	-4	nt	-18	1	-5	1	-0.3	-1
Nc1nc(-c2ccccc2)cs1	10	6	0	nt	-10	2	38	-4	0.9	-2
CN(Cc1nc2ccccc2c(=O)[nH]1)C(=O)c1ccc(NC(=O)CSc2nnnn2C)cc1	-1	-14	-3	0	-3	2	-12	-9	-0.3	3
O=C(/C=C/c1ccc(Cl)cc1)Nc1ccc(CN2CCOCC2)cc1	-1	36	-15	-11	-13	1	3	-8	-2.8	3
CCOCCCN1C(=O)C(=O)N(CC(=O)N2c3ccccc3NC(=O)CC2C)C1=O (centres undefined)	0	-10	3	-3	-22	-1	0	-11	-8.6	2
Nc1ncc2c(n1)-c1ccoc1CC2	-1	-12	-2	1	-15	5	10	4	-1.1	-1
O=C(O)c1[nH]c2ccc(Cl)cc2c1CCN1C(=O)c2ccccc2C1=O	8	nt	0	1	-1	5	-22	-19	-0.6	-2
CC(C)(CO)NCc1cccs1	-6	6	1	6	-23	1	-11	6	0.5	4
CC(=O)Nc1cccc(CNCc2cccc(NC(C)=O)c2)c1	-1	9	-8	-2	9	0	-2	-1	-0.1	0
Cc1ccc(C(=O)Oc2ccc(-c3nccc(-c4ccccn4)n3)cc2)cc1	5	-28	-3	-4	-17	1	40	1	0.7	0
O=C(Cc1ccccc1)NNC(=O)Nc1ccccc1	3	-15	1	2	0	-2	-6	-4	-0.9	1
COc1cc2c(cc1OC)C(C)=NCC2	nt	-29	9	-1	-9	0	nt	-38	2.3	14
CC(=O)NCc1c(Cl)cccc1-n1cccc1	2	4	3	-3	8	-5	nt	0	-2.8	3
Cn1cnnc1SCC(=O)c1cccc([N+](=O)[O-])c1	-3	-17	-6	nt	23	2	-8	17	0.9	-5
C=C(C)CN(CC)C(=O)c1ccc(OC2CCN(S(=O)(=O)N(C)C)CC2)cc1	0	32	1	0	-5	-1	-15	6	0.8	-2
CC(OC(=O)c1ccc(Cl)nc1)C(=O)NCc1ccc2c(c1)OCO2 (centres undefined)	-2	-13	-13	2	14	5	-3	9	13	-4
COc1ccc(CN2CCNC(=O)C2CC(=O)NCCCC2CCCC2)c(C)c1C (centres undefined)	1	12	-7	2	-9	2	4	-18	0.1	8
COC(=O)/C=C1\NCCSC1=O	-2	-14	1	nt	4	8	-7	7	1.4	1
O=C(OC(C(=O)c1c[nH]c2ccccc12)c1ccccc1)c1cnccn1 (centres undefined)	8	-19	1	0	12	-5	-3	-22	0.8	9
CC(Oc1ccc(F)cc1)C(=O)/C=C\N(C)C (centres undefined)	0	-31	5	nt	-2	2	nt	0	-0.4	0
O=C(O)C1C2CCC(O2)C1C(=O)NCc1ccncc1 (centres undefined)	0	-31	-1	-3	-6	1	-12	-28	2.1	11
COc1ccc(CCNC(=O)CCc2ccccc2O)cc1OC	-1	12	-4	9	-9	1	-2	6	0.6	6
